GDH-TPI counter: inhibits GDH-TPI coupling enzymes, artifact for Mtb FBA screen. GDH-TPI coupled enzyme counterscreen, NADH absorbance. inhibition, % at 4.8 µM. actives 1.2% (n = 360,000); in the data active = inhibition above about 30%;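 note: 0% = DMSO wells and 100% = wells lacking the enzyme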
FadD28 FP inh: M. tuberculosis FadD28 bisubstrate binding inhibition; FadD28 bisubstrate probe binding, fluorescence polarization; inhibition, % at 12.5 µM; actives 0.22% (n = 360,000); AID 588549; in the data active = inhibition above about 8.5%, passing the limit was not always enough; inconclusive = no clear call, values can overlap the other calls
BoNT-F LC inh: blocks Botulinum neurotoxin F light chain protease; Multiplex microsphere protease cleavage assay, flow cytometry; inhibition, % at 10 µM; actives 0.22% (n = 360,000); AID 588497; in the data active = inhibition above about 35%, passing the limit was not always enough; inconclusive = no clear call, values can overlap the other calls; note: plate controls were buffer without enzyme for full effect and enzyme alone for no effect
UGM FP inh: inhibitors of M. tuberculosis UDP-galactopyranose mutase; P9WIQ1; purified UGM, fluorescence polarization probe displacement; inhibition, % at 10 µM; actives 0.06% (n = 320,000); AID 504406; in the data active = inhibition above about 10%, passing the limit was not always enough; inconclusive = no clear call, values can overlap the other calls
Mtb BioA inh: inhibitors of Mycobacterium tuberculosis BioA enzyme; actives 0.096% (n = 360,000); inhibition, % at 9.99 µM; purified M. tuberculosis BioA enzyme, plate reader; in the data active = inhibition above about 40%; inconclusive = no clear call, values can overlap the other calls
Anthrax LF prot: anthrax lethal factor protease inhibition; P15917; multiplex microsphere protease cleavage assay, LF; inhibition, % at 10 µM; actives 0.12% (n = 360,000); note: plate controls were buffer without enzyme for full effect and enzyme alone for no effect
Target sequence (P15917 whole entry, looked up): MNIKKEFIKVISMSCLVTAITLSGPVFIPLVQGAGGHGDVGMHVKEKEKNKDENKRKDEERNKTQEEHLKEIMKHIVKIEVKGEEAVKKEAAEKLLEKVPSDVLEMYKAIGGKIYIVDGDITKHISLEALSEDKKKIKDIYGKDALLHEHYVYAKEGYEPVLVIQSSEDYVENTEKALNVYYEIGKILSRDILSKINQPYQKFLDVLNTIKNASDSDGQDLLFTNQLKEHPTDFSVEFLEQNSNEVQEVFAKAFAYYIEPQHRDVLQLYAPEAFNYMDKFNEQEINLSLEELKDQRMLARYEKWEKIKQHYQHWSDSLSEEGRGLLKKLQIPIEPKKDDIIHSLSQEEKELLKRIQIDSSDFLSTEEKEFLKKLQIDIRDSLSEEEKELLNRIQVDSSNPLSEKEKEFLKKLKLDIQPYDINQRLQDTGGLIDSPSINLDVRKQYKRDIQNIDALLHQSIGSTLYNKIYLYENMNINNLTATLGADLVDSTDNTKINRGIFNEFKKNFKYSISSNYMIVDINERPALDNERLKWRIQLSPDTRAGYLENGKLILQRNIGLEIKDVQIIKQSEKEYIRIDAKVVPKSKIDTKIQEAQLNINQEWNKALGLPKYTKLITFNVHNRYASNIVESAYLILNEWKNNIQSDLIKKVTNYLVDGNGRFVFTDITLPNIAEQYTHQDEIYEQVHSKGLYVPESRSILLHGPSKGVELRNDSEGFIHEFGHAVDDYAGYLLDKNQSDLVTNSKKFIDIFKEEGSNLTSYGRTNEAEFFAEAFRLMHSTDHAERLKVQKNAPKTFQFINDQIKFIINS
BoNT A protease: inhibitors of Botulinum neurotoxin A light chain protease. multiplex microsphere protease substrate cleavage, flow cytometry. inhibition, % at 10 µM. actives 0.17% (n = 360,000); note: plate controls were buffer without enzyme for full effect and enzyme alone for no effect
PfHsp40 rescue: rescue of PfHsp40-mediated yeast toxicity; actives 0.68% (n = 340,000); S. cerevisiae expressing PfHsp40, growth rescue, ATP luminescence; AID 504582; growth rescue, % at 12.5 µM; in the data active = growth rescue above about 28%, passing the limit was not always enough; inconclusive = no clear call, values can overlap the other calls;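 note: yeast W303a lacking pdr1 and pdr3 grown in galactose medium; growth measured after three days at 30 °C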
FBA Mtb inh: inhibitors of M. tuberculosis fructose-bisphosphate aldolase. P9WQA3. purified M. tuberculosis FBA, fluorescence read-out. inhibition, % at 1 µM. actives 2.3% (n = 360,000); in the data active = inhibition above about 27%;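 note: 0% = vehicle and 100% = reference inhibitor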
* marks the source's active call; other numbers are inactive results; u = inconclusive; x = not tested or not shown. Cut-off read from the data, not from the text of the source, unless noted: active = inhibition above about 30%; inconclusive = no clear call, values can overlap the other calls; inactive = below that.

SMILES	GDH-TPI counter	FadD28 FP inh	BoNT-F LC inh	UGM FP inh	Mtb BioA inh	Anthrax LF prot	BoNT A protease	PfHsp40 rescue	FBA Mtb inh
CCOC(=O)[C@@H]1[C@H]2COc3cc(OC)ccc3[C@@H]2N2C(=O)N(c3cccc(Cl)c3)C(=O)[C@@]12C	13	-6.5	0	3.7	-0.5	-5	0.0	1.9	3
CCNS(=O)(=O)c1ccc(CCC(=O)Nc2ccc3c(c2)OCO3)cc1	7	0.6	-17	-2.1	-1.2	-1	-1.3	-0.9	1
CN1CCN(S(=O)(=O)c2ccc(Oc3cccc(C(F)(F)F)c3)nc2)CC1	-9	-1.9	-12	1.1	-2.2	-3	-3.8	0.3	-2
CC(=O)Nc1ccc(S(=O)(=O)N[C@@H](C)C(=O)OCC(=O)NC2CCCC2)cc1	-5	-3.2	-3	-3.4	0.1	-1	-4.2	0.0	-2
CCOc1cc(C#N)c(NC(=O)c2cccnc2)cc1OCC	1	-0.8	2	1.4	x	2	-0.7	-0.8	-3
O=C(Nc1ccccc1C(=O)OCc1nnc(-c2ccccc2)o1)c1ccco1	0	-0.6	0	-1.3	x	-6	0.5	2.9	1
CCOc1ccc(Nc2ncnc(N)n2)cc1	-6	-0.8	2	-0.1	-0.7	0	0.5	0.0	-1
O=C(NC(=O)N1CCCCCC1)c1ccc(Cl)cc1	4	0.1	-2	-10	8.1	-2	1.1	0.1	0
O=C(C1CCN(S(=O)(=O)c2ccccc2)CC1)N1CCN(Cc2ccc3c(c2)OCO3)CC1	-5	x	-7	-0.2	0.6	-3	-0.6	0.4	-2
Cc1cccn2c(=O)c3cc(C(=O)N4CCOCC4)n(C)c3nc12	17	-4.4	8	-2.9	-1.0	2	-1.9	-0.6	66*
COc1ccc(OCC(=O)OCC(=O)Nc2ccc(S(=O)(=O)N3CCCCC3)cc2)cc1	3	-3.6	-4	0.4	2.1	-2	0.1	0.4	0
Cc1ccc(C)n1-c1cc([N+](=O)[O-])ccc1-n1ccnc1	14	-5.2	u	0.8	0.3	0	-0.3	x	0
CC(C)NC(=S)N/N=C1\CCCc2ccccc21	-1	-1.2	-3	2.3	x	0	-0.2	1.5	4
COc1ccccc1/C=C1\SC(=S)N(CCC(=O)NC2=NCCS2)C1=O	-1	-2.3	-4	1.5	x	2	2.9	-0.2	-2
Cc1ccc(S(=O)(=O)N(CC(=O)O)Cc2ccccc2F)cc1	-4	-1.8	0	3.0	4.8	4	0.2	0.5	3
Cc1cc(OCC(=O)O/N=C(\N)c2ccccc2)ccc1Br	8	-1.0	-4	-2.0	x	-1	0.3	-2.2	4
NC(=O)CCn1c(C(=O)c2cc(Cl)c(N)c(Cl)c2)c2ccccc2[n+]1[O-]	17	-1.9	-2	3.0	-2.3	5	0.3	-0.3	3
O=S(=O)(NCC1CCCO1)c1cccc2nsnc12 (configuration not stated)	13	-0.1	-3	0.1	x	-2	-1.9	-1.5	2
CC(NC(=O)c1ccccc1NC(=O)CN1CCc2ccccc2C1)c1ccccc1 (configuration not stated)	9	x	3	-0.9	-0.6	-2	0.9	0.0	-1
CCOC(=O)Cn1c(=O)oc2cc(S(=O)(=O)Nc3cc(OCC)ccc3OCC)ccc21	-6	-1.5	-3	-4.3	x	-3	u	0.7	5
c1ccc2c(-c3cnc4cccnn34)cncc2c1	16	-1.4	-8	x	-0.1	-10	-0.3	x	40*
C/C(=N\NC(=O)c1cc2c(s1)CCC(C)C2)c1ccncc1 (configuration not stated)	11	-3.3	-6	-2.5	-1.2	-1	-0.2	1.8	5
COc1ccc(CC(=O)N2CCC(n3nccc3NC(=O)C3CC3)CC2)cc1	-16	-1.5	-2	-2.6	-0.5	2	0.2	-0.4	1
CCOC(=O)C1=C(N)OC2=C(C(=O)CCC2)C1c1ccccc1OC (configuration not stated)	15	-0.2	-7	-2.4	x	-1	0.1	1.5	-1
O=C(CN1CCN(Cc2ccc(F)cc2)CC1)NCc1ccccc1	1	-1.4	u	-1.5	-1.9	0	0.7	-0.7	0
Cc1ccc2c(c1)CCCN2N=O	2	-0.5	1	-1.2	-0.2	-1	1.1	-0.6	-1
COC(=O)C(CC(=O)c1ccccc1)CC(=O)c1ccccc1	-9	-4.1	0	3.2	1.2	-5	0.0	0.5	-1
CC(C)(C)C(=O)CSc1ncccn1	5	1.2	-7	1.2	-1.2	-1	-0.7	0.5	2
O=C(NC(=S)NNC(=O)c1ccco1)c1ccc(F)cc1	22	-1.1	-1	-0.4	-2.0	0	0.8	15	-1
CNC(=O)c1ccc(Nc2nc(-c3ccccc3)nc3ccccc23)cc1	5	-24	10	-1.1	0.3	-10	-1.7	-1.0	6
COc1cc(CC(=O)NCc2ccccn2)cc(OC)c1OC	4	0.9	-42	x	10	-1	-0.8	-0.4	2
Cc1cc(C(=O)OCC(=O)Nc2ccccc2C#N)c(C)o1	-1	0.9	u	x	-2.1	u	u	-0.6	-3
Cc1cc(C)c(C)c(C(=O)C2OC(=O)C(C)(C)C(=O)C2(C)C)c1C (configuration not stated)	-4	-4.1	-6	1.0	1.3	-1	-0.6	-1.0	1
CCOC(=O)CSc1nnc(C)n1N	8	0.2	12	2.9	-2.3	-2	-0.7	-0.5	4
CCOC(=O)c1c(C)nc2sc3c(=O)n(-c4ccc(C(C)=O)cc4)nnc3c2c1-c1ccc(OC)cc1	-6	-0.5	7	-5.1	0.2	0	-0.2	0.5	0
O=C(c1cc(-c2ccco2)nc2ccccc12)N(Cc1nnc(-c2ccc(Cl)cc2)o1)C1CC1	13	-5.2	1	-4.5	-1.3	0	5.1	-0.4	47*
Cc1ccc(N=CNc2ccc(C)cc2C)c(C)c1	10	-0.7	x	1.0	0.6	x	x	-0.7	-1
COc1ccc(NS(=O)(=O)c2cccc(C(=O)NCc3cccnc3)c2)cc1	-7	-1.2	3	1.3	-0.1	-5	-0.3	0.0	0
CC(C)C(NC(=O)c1ccco1)C(=O)OCC(=O)Nc1ccc(C(N)=O)cc1 (configuration not stated)	-5	1.2	-5	0.0	x	-5	-0.8	0.9	-1
COc1ccccc1-n1c(-c2cc(-c3ccc(F)cc3)n[nH]2)n[nH]c1=S	1	-3.5	0	1.4	-1.6	-6	0.6	-0.8	2
CC(=O)c1ccc(Nc2nc(-c3sc(C)nc3C)cs2)cc1	17	-3.3	-8	x	-0.1	-6	-0.5	x	3
Cc1ccc(NC(=O)C2(N3CCC3=O)CCCCC2)cc1	0	-1.9	-4	-0.8	x	-1	-0.3	-0.3	-1
CC(C)c1ccc(NC(=O)N2CCc3nc(NCc4cccc(Oc5ccccc5)c4)ncc3C2)cc1	6	-0.2	-5	x	-3.9	-3	0.0	x	1
Cc1nnc(C)c2c(C)n(C(c3ccccc3)c3ccccc3)c(C)c12	-2	-4.7	-15	-0.8	8.8	0	5.9	0.2	7
CCC(=O)Nc1nonc1-c1nc2ccccc2n1Cc1cccc2ccccc12	2	-0.9	2	2.7	-2.8	-3	-0.7	0.1	1
O=C(O)CCn1c(-c2ccccc2)cc2c1CCCC2=O	3	-2.7	-5	4.3	2.9	-5	-1.2	0.2	-2
O=C(c1ccc(Br)cc1)c1cc([N+](=O)[O-])ccc1N1CCOCC1	17	-3.6	-14	3.1	x	0	0.1	0.0	-5
COc1ccc(-c2nnc(CSc3nc4ccccc4c(=O)n3CC(C)C)o2)cc1OC	7	-1.9	4	3.2	-0.2	-7	-0.1	2.2	0
O=C(Cc1ccc(Cl)cc1)NC1CCCCCC1	2	-1.0	40*	0.1	-0.6	12	-3.0	1.5	2
Cc1cc(C)cc(NC(=S)NCCSc2ccc(Cl)cc2)c1	1	0.2	-3	-1.4	x	0	-0.2	0.9	-1
CC(=O)OC(COc1ccccc1)Cn1cnc2ccccc21 (configuration not stated)	1	0.6	6	1.7	-0.2	3	0.8	0.0	3
CCN(c1ccccc1)S(=O)(=O)c1ccc(OC)c(NC(=O)C2CC2)c1	13	-2.2	2	-0.3	0.3	-8	-0.4	0.4	4
c1ccc(-c2ccc(CN3C[C@@H]4C(c5ccccc5)C5(c6ccccc6)CC4(C5)[C@H]3c3ccccc3)cc2)cc1 (some centres not stated)	-11	-3.5	7	0.6	-2.0	3	0.2	0.7	2
CC(=O)Nc1ccc(S(=O)(=O)NC2C3(C)CCC(C3)C2(C)C)cc1 (configuration not stated)	-1	-0.2	16	1.2	-0.8	-22	-1.5	-1.1	2
COC(=O)NNC(=O)c1ccccc1OC	-1	-2.9	-3	-1.6	x	-8	-0.1	-0.1	-1
O=C(Nc1cccc2ccccc12)NC1CCS(=O)(=O)C1 (configuration not stated)	6	-0.4	-3	2.4	x	-2	-0.8	1.0	4
CCOc1ccc(S(=O)(=O)Nc2cc(OC)c(OC)cc2C(=O)O)cc1	-2	0.5	-1	0.3	x	0	0.1	0.6	17
COc1ccc(-n2nc(C(=O)NCC(=O)N(C)Cc3ccccc3)c3ccccc3c2=O)c(OC)c1	3	x	4	-0.5	4.5	0	1.0	0.0	-1
Cn1c(CSCc2ccc(Cl)cc2)nnc1SCC(=O)Nc1nc2ccccc2s1	-1	-0.5	4	2.3	-2.0	-2	-0.2	-0.7	2
COc1cccc(-c2cc3nc(-c4ccccc4)cc(=O)n3[nH]2)c1	14	-0.2	12	-2.6	-2.8	2	-1.9	-1.7	84*

Compound profiles, from the list above.
COc1ccc(-n2nc(C(=O)NCC(=O)N(C)Cc3ccccc3)c3ccccc3c2=O)c(OC)c1 in the list: GDH-TPI counter: 3; FadD28 FP inh: x; BoNT-F LC inh: 4; UGM FP inh: -0.5; Mtb BioA inh: 4.5; Anthrax LF prot: 0; BoNT A protease: 1.0; PfHsp40 rescue: 0.0; FBA Mtb inh: -1
CC(=O)OC(COc1ccccc1)Cn1cnc2ccccc21 (configuration not stated) in the list: GDH-TPI counter: 1; FadD28 FP inh: 0.6; BoNT-F LC inh: 6; UGM FP inh: 1.7; Mtb BioA inh: -0.2; Anthrax LF prot: 3; BoNT A protease: 0.8; PfHsp40 rescue: 0.0; FBA Mtb inh: 3

(more compounds)
SMILES	GDH-TPI counter	FadD28 FP inh	BoNT-F LC inh	UGM FP inh	Mtb BioA inh	Anthrax LF prot	BoNT A protease	PfHsp40 rescue	FBA Mtb inh
COc1ccc(CNC(=O)CSc2nc3ccc(C)cc3[nH]2)cc1	-5	0.4	-16	1.0	-1.3	4	2.1	x	2
CSc1ccccc1C(=O)Nc1cc(C)cc(C)c1	8	-3.2	12	0.5	-1.2	0	-0.3	0.0	-5
COc1ccccc1/C=C/C(=O)Nc1cccc(S(=O)(=O)N2CCOCC2)c1	27	-8.7	2	x	4.2	1	0.9	0.3	-1
Cc1ccc(C)c(S(=O)(=O)c2c[nH]c(=S)[nH]c2=O)c1	13	-3.6	-3	4.7	-0.8	2	-0.8	-1.2	0
COc1ccc(N2C(=O)CC(c3ccccc3)CC2=O)cc1	-2	-3.1	-3	-3.3	-0.4	-4	0.2	0.2	-1
COc1ccc(NS(=O)(=O)c2ccc(C)c(NC(=O)C3CCCO3)c2)cc1 (configuration not stated)	2	0.7	-8	0.0	-1.1	0	-0.4	0.1	-1
Cc1noc(C)c1COc1ncnc2ccccc12	-3	-1.0	2	-2.8	x	-7	-0.9	0.9	2
CCOC(=O)C(O)(c1ccc(NC(=O)Oc2ccccc2)cc1)C(F)(F)F (configuration not stated)	-2	-1.2	-9	-0.1	-1.3	-4	-0.2	0.5	0

No new results follow: 4 of the compounds above.
SMILES	GDH-TPI counter	FadD28 FP inh	BoNT-F LC inh	UGM FP inh	Mtb BioA inh	Anthrax LF prot	BoNT A protease	PfHsp40 rescue	FBA Mtb inh
COc1ccccc1/C=C/C(=O)Nc1cccc(S(=O)(=O)N2CCOCC2)c1	27	-8.7	2	x	4.2	1	0.9	0.3	-1
Cc1ccc(C)c(S(=O)(=O)c2c[nH]c(=S)[nH]c2=O)c1	13	-3.6	-3	4.7	-0.8	2	-0.8	-1.2	0
COc1ccc(N2C(=O)CC(c3ccccc3)CC2=O)cc1	-2	-3.1	-3	-3.3	-0.4	-4	0.2	0.2	-1
COc1ccc(NS(=O)(=O)c2ccc(C)c(NC(=O)C3CCCO3)c2)cc1 (configuration not stated)	2	0.7	-8	0.0	-1.1	0	-0.4	0.1	-1
